TcdB GH inh = TcdB glycohydrolase inhibitors, primary screen, biochemical, single point, plate reader; Toxin B (Clostridioides difficile), P18177; TcdB glycohydrolase enzymatic assay; inhibition, % at 9.99 µM; actives 0.24% (n = 350,000); AID 652162, 2013; in the data active means inhibition above about 10%
Target sequence (P18177 whole entry, looked up): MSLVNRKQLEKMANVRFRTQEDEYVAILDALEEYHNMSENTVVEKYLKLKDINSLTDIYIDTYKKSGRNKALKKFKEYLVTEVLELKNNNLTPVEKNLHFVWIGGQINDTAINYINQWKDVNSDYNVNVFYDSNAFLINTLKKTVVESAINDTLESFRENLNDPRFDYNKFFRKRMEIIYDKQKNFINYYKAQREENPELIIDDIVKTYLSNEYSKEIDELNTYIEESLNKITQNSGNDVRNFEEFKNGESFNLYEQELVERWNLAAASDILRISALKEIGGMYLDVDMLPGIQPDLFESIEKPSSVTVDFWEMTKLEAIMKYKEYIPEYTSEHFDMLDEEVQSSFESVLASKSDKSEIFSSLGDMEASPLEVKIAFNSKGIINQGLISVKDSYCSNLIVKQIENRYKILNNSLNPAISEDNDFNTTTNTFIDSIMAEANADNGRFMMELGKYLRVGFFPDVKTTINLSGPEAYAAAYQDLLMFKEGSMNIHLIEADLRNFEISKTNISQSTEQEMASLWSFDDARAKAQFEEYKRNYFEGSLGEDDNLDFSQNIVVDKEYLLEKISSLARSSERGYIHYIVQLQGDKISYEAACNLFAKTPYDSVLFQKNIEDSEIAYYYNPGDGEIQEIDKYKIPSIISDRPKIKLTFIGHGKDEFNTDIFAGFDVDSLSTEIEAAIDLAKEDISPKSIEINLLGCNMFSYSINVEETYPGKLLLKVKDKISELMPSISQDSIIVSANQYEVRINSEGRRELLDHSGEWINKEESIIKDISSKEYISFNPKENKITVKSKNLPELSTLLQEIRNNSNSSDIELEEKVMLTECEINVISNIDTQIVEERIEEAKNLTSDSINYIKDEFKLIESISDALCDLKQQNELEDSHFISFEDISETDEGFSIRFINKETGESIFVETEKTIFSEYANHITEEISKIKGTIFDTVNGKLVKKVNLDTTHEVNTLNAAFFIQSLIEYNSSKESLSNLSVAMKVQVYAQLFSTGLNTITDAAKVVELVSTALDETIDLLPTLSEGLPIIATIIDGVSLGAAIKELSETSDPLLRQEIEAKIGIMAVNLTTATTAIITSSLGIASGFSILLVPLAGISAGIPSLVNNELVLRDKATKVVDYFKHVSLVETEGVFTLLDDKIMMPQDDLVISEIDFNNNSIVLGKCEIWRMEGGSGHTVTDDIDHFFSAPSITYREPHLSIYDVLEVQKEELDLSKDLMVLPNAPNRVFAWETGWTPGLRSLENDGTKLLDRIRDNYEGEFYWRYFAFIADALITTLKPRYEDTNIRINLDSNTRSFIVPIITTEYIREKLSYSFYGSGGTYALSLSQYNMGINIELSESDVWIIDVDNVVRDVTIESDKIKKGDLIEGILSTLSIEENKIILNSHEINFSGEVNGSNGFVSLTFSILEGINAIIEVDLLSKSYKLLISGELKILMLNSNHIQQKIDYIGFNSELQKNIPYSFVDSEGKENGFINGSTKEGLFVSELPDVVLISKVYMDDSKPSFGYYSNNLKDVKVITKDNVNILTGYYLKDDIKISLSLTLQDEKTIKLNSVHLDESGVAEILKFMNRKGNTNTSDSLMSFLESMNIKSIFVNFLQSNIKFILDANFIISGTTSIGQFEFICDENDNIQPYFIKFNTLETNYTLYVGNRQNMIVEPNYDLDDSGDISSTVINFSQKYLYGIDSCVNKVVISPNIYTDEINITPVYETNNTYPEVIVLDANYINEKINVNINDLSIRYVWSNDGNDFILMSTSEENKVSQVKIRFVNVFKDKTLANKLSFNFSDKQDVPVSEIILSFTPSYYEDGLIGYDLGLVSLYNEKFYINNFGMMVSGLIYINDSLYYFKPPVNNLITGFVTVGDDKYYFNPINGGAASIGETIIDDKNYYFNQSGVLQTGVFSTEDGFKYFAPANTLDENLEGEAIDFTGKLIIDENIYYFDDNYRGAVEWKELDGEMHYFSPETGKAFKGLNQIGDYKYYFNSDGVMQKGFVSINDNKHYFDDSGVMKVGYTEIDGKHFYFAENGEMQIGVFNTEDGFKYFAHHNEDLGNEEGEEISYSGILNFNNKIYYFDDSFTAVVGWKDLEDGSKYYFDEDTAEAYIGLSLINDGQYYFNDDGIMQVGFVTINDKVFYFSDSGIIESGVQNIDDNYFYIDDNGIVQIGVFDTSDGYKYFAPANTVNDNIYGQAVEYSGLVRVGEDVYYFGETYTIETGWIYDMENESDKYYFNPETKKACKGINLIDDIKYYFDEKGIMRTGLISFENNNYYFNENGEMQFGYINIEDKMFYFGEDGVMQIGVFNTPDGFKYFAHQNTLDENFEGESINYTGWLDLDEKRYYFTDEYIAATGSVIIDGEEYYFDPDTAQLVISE
Starred values were filed as active, the others as inactive. An excerpt (hit frequency here may not be typical).

SMILES	TcdB GH inh
COc1cccc(NC(=O)N2C[C@@H](O)COC[C@H]3O[C@H](CC(=O)N(C)C)CC[C@@H]32)c1	0.5
O=C(c1ccc(F)cc1)N1CC[C@H]2[C@H](CO)Nc3ccc(-c4ccccc4F)cc3[C@H]21	-1.8
C[C@H]1CN([C@@H](C)CO)C(=O)c2cccc(NS(=O)(=O)c3ccc(Cl)cc3)c2O[C@H]1CN(C)C(=O)Nc1ccc(C(F)(F)F)cc1	0.5
CCC(=O)N1C[C@H](C)[C@@H](OC)CN(C)C(=O)c2cc(NC(=O)c3cnccn3)ccc2OC[C@@H]1C	0.6
C[C@@H]1CN([C@H](C)CO)C(=O)c2cc(-c3ccc(F)cc3)cnc2O[C@@H]1CN(C)CC1CCOCC1	-0.3
COc1ccc(NC(=O)Nc2ccc3c(c2)C(=O)N([C@@H](C)CO)C[C@H](C)[C@@H](CN(C)Cc2ccc(C(F)(F)F)cc2)OCCCC[C@H](C)O3)cc1	-0.6
CC=Cc1ccc2n(c1=O)C[C@@H]1[C@@H](CO)[C@H](C(=O)NCc3ccccc3)[C@H]2N1CC (mixture of isomers)	-0.9
COCC(=O)Nc1ccc2c(c1)[C@H]1C[C@H](CC(=O)NCC3CC3)O[C@H](CO)[C@H]1O2	-0.4
CC(C)(C)S(=O)N1Cc2cc(C(=O)O)nc(-c3cccc(-c4cc5ccccc5o4)c3)c2[C@@H]1CCO (stereo partly drawn)	0.3
CC(C)C#Cc1ccc([C@@H]2[C@@H](C#N)N(C(=O)C3CCC3)[C@@H]2CO)cc1	-0.2
CNC[C@@H]1OCCCC[C@H](C)Oc2ccc(NC(=O)Nc3c(C)noc3C)cc2C(=O)N([C@@H](C)CO)C[C@@H]1C	-0.6
CCCC(=O)N1CC2(CN(S(=O)(=O)CC)C2)c2c(n(C)c3cc(OC)ccc23)[C@H]1CO	3.1
C[C@@H]1CN([C@@H](C)CO)C(=O)c2cccc(N(C)C)c2O[C@@H]1CN(C)Cc1ccc(Cl)c(Cl)c1	-3.0
CCC(=O)N(C)C[C@@H]1Oc2cc(-c3cncnc3)ccc2S(=O)(=O)N([C@@H](C)CO)C[C@@H]1C	0.7
C[C@@H]1CN([C@@H](C)CO)C(=O)Cc2cc(NS(=O)(=O)c3ccc(F)cc3)ccc2O[C@H]1CN(C)C(=O)NC1CCCCC1	-1.5
O=C(C[C@@H]1C[C@H]2c3cc(NS(=O)(=O)c4ccc(F)cc4)ccc3O[C@H]2[C@H](CO)O1)NCc1ccc(-c2ccccc2)cc1	0.3
N#C[C@@H]1[C@@H](c2ccccc2C2=CCCC2)[C@H](CO)N1C(=O)C1CCOCC1	-1.8
C[C@@H]1CN([C@@H](C)CO)C(=O)c2cc(NC(=O)Nc3ccc(C(F)(F)F)cc3)ccc2O[C@@H]1CN(C)Cc1ccc(Cl)c(Cl)c1	-0.8
C[C@@H]1CN([C@H](C)CO)C(=O)c2cc(NC(=O)C3CCCCC3)ccc2O[C@@H]1CN(C)C(=O)Nc1ccc(F)cc1	-0.9
Cc1ccc(S(=O)(=O)N[C@H]2CC[C@@H](CCNC(=O)C3CCCCC3)O[C@H]2CO)cc1	-0.8
CO[C@@H]1CC[C@H]2CCN(C)C(=O)C[C@H](c3ccccc3)CN(C)C(=O)c3cccc(C#N)c3OC[C@H]1O2	0.5
CCCNC(=O)N1C[C@H](C)[C@@H](OC)CN(C)C(=O)c2ccc(NC(=O)C3CCC3)cc2OC[C@@H]1C	-6.9
CC(C)NC(=O)Nc1ccc2c(c1)C(=O)N([C@@H](C)CO)C[C@@H](C)[C@H](CN(C)Cc1ccc(-c3ccccc3)cc1)O2	-0.1
COc1ccc2c3c(n(C)c2c1)[C@H](CO)N(S(C)(=O)=O)CC31CCN(C(=O)C2CC2)CC1	0.8
Cc1ccc(S(=O)(=O)N(C)C[C@H]2Oc3ccc(NC(=O)c4ccncc4)cc3C(=O)N([C@@H](C)CO)C[C@@H]2C)cc1	0.3
CCC(=O)Nc1ccc2c(c1)OC[C@@H](C)N(Cc1ccc(-c3ccccn3)cc1)C[C@@H](C)[C@H](OC)CN(C)C2=O	-0.8
O=C(C1CC1)N1CC(=O)N2[C@H](CO)[C@H](c3ccc(Br)cc3)[C@@H]2C1	-0.4
COc1ccccc1CN(C)C[C@H]1OCc2cn(nn2)CCCC(=O)N([C@H](C)CO)C[C@H]1C	-0.2
CCCNC(=O)Nc1ccc2c(c1)OC[C@H](C)N(CC1CCCC1)C[C@@H](C)[C@@H](OC)CN(C)C2=O	-0.4
Cc1ccc(S(=O)(=O)NCC[C@H]2CC[C@@H](NC(=O)c3ccccn3)[C@@H](CO)O2)cc1	-1.3
CO[C@H]1CN(C)C(=O)c2cc(C#N)ccc2OC[C@H]2O[C@H](CC[C@H]2OC)CCN(C)C(=O)[C@H]1C	-1.7
C[C@H](CO)N1C[C@H](C)[C@@H](CN(C)Cc2ccccc2F)Oc2cc(C#CCN(C)C)ccc2S1(=O)=O	-0.4
Cc1ccccc1S(=O)(=O)NCC[C@H]1CC[C@H](NC(=O)Nc2cccc(Cl)c2)[C@@H](CO)O1	-0.4
COc1cccc(CN2[C@@H](CO)[C@@H]3c4ccccc4N(C(=O)c4ccncc4)C[C@@H]32)c1	-0.1
CCC(=O)N1[C@H](CO)[C@@H](c2ccccc2)C12CN(Cc1nccs1)C2	0.6
O=S(=O)(Cc1ccccc1)NCC[C@H]1CC[C@H](NS(=O)(=O)c2ccc(F)cc2)[C@@H](CO)O1	0.8
C/C=C/c1cnc2c(c1)C(=O)N([C@@H](C)CO)C[C@@H](C)[C@H](CN(C)Cc1ccccc1)O2	0.5
CCCN(C)C[C@H]1OCCCC[C@H](C)Oc2ccc(N(C)C)cc2C(=O)N([C@@H](C)CO)C[C@H]1C	-29
C[C@@H]1CN([C@H](C)CO)C(=O)c2cccc(NC(=O)C3CC3)c2O[C@@H]1CN(C)S(=O)(=O)c1ccc(F)cc1	-0.5
CNC[C@@H]1OCCCC[C@@H](C)Oc2ccc(NS(=O)(=O)c3ccccc3)cc2C(=O)N([C@H](C)CO)C[C@@H]1C	-7.9
COc1ccc(NC(=O)N(C)C[C@@H]2Oc3ccc(NC(=O)Nc4cccc5ccccc45)cc3CC(=O)N([C@@H](C)CO)C[C@H]2C)cc1	-9.4
COc1cccc(-c2ccc([C@@H]3[C@H](CO)N4CCCCN(C(=O)c5ccc6c(c5)OCO6)C[C@@H]34)cc2)c1	-1.8
CC=Cc1ccc2n(c1=O)C[C@H]1[C@H](CO)[C@@H](C(=O)NC3CCCC3)[C@@H]2N1Cc1ccncc1 (mixture of isomers)	-1.1
COC(=O)C[C@@H]1CC[C@@H](NS(=O)(=O)c2ccccc2F)[C@H](CO)O1	-0.7
O=C(Cc1ccccn1)NCC[C@H]1CC[C@H](NC(=O)Nc2ccc(C(F)(F)F)cc2)[C@H](CO)O1	0.1

Four entries out of the list, sorted by count of non-hydrogen atoms, high to low:
SMILES	TcdB GH inh
COc1ccc(NC(=O)N(C)C[C@@H]2Oc3ccc(NC(=O)Nc4cccc5ccccc45)cc3CC(=O)N([C@@H](C)CO)C[C@H]2C)cc1	-9.4
C[C@@H]1CN([C@H](C)CO)C(=O)c2cccc(NC(=O)C3CC3)c2O[C@@H]1CN(C)S(=O)(=O)c1ccc(F)cc1	-0.5
C[C@H](CO)N1C[C@H](C)[C@@H](CN(C)Cc2ccccc2F)Oc2cc(C#CCN(C)C)ccc2S1(=O)=O	-0.4
COc1cccc(CN2[C@@H](CO)[C@@H]3c4ccccc4N(C(=O)c4ccncc4)C[C@@H]32)c1	-0.1

2 records drawn at random from the list so far, as already listed:
SMILES	TcdB GH inh
CCCN(C)C[C@H]1OCCCC[C@H](C)Oc2ccc(N(C)C)cc2C(=O)N([C@@H](C)CO)C[C@H]1C	-29
CCC(=O)N1[C@H](CO)[C@@H](c2ccccc2)C12CN(Cc1nccs1)C2	0.6

Continuation.
SMILES	TcdB GH inh
CCC(=O)N(C)C[C@H]1Oc2cc(-c3ccccc3C)ccc2S(=O)(=O)N([C@@H](C)CO)C[C@@H]1C	0.9
Cc1nn(C)cc1NC(=O)C[C@H]1CC[C@@H]2[C@H](COc3ccc(NC(=O)c4cccc(F)c4)cc3C(=O)N2C)O1	-1.5
O=C(C[C@@H]1CC[C@@H](NS(=O)(=O)c2ccccc2)[C@H](CO)O1)NCCN1CCCCC1	-0.9
CNC[C@H]1OCCCC[C@@H](C)Oc2ccc(NS(=O)(=O)c3ccc(C)cc3)cc2C(=O)N([C@@H](C)CO)C[C@H]1C	0.4
C[C@H](CO)N1C[C@H](C)[C@H](CN(C)S(C)(=O)=O)Oc2ncc(C#Cc3ccccc3)cc2C1=O	1.9
O=S(=O)(c1ccccc1)N1CC[C@@H]2[C@H](CO)Nc3ccc(C#CC4CCCCC4)cc3[C@@H]21	-1.4
C[C@H](O)C#Cc1cnc2c(c1)C(=O)N([C@H](C)CO)C[C@H](C)[C@@H](CN(C)C(=O)Cc1ccccn1)O2	0.0
C[C@@H]1CN([C@H](C)CO)C(=O)Cc2cc(NS(=O)(=O)c3ccc(Cl)cc3)ccc2O[C@@H]1CN(C)Cc1ccc(Oc2ccccc2)cc1	-2.2
CCCC(=O)N1CC2(C1)CN(C(C)=O)[C@@H](CO)c1c2c2ccc(OC)cc2n1C	-0.7
CCCC(=O)Nc1ccc2c(c1)OC[C@H](C)N(Cc1cccc(F)c1)C[C@@H](C)[C@H](OC)CN(C)C2=O	0.6
C[C@@H]1CCCCO[C@H](CN(C)Cc2ccccc2)[C@@H](C)CN([C@@H](C)CO)C(=O)c2cc(NS(=O)(=O)c3cccs3)ccc2O1	0.7
C[C@@H]1CCCCO[C@@H](CN(C)C)[C@H](C)CN([C@@H](C)CO)C(=O)c2cc(NC(=O)Nc3ccc(C(F)(F)F)cc3)ccc2O1	0.4
COc1ccc(CN(C)C[C@H]2Oc3ccc(NS(=O)(=O)c4cn(C)cn4)cc3CC(=O)N([C@H](C)CO)C[C@@H]2C)cc1	-1.4
COCC(=O)Nc1ccc2c(c1)C(=O)N(C)[C@@H]1CC[C@H](CC(=O)NCC3CCCCC3)O[C@@H]1CO2	-0.9
CC(C)C#Cc1ccc([C@@H]2[C@@H](CO)N3C(=O)CN(C(=O)C4CCCCC4)C[C@@H]23)cc1	0.7
Cc1cccc(S(=O)(=O)N2CCCCN3[C@@H](CO)[C@@H](c4ccc(-c5ccncc5)cc4)[C@@H]3C2)c1	-0.1
C[C@@H](NC(=O)C[C@@H]1CC[C@@H]2[C@H](COC[C@H](O)CN2C(=O)Nc2ccccc2)O1)c1ccccc1	0.8
CCCNC(=O)N(C)C[C@H]1Oc2ncc(C#CCc3ccccc3)cc2C(=O)N([C@@H](C)CO)C[C@H]1C	-0.9
Cc1ccc(S(=O)(=O)NCC[C@@H]2CC[C@@H](NC(=O)c3cccnc3)[C@H](CO)O2)cc1	0.5
C[C@H]1CN([C@@H](C)CO)C(=O)Cc2cc(NC(=O)Nc3ccc(C(F)(F)F)cc3)ccc2O[C@@H]1CN(C)C(=O)Nc1ccc2c(c1)OCO2	-0.1
C[C@H]1CN([C@@H](C)CO)C(=O)c2cccc(NS(=O)(=O)c3cn(C)cn3)c2O[C@H]1CN(C)S(=O)(=O)c1cccs1	-1.1
COc1ccc(NC(=O)N(C)C[C@@H]2Oc3c(NC(=O)c4nc5ccccc5s4)cccc3C(=O)N([C@@H](C)CO)C[C@H]2C)cc1	-0.4
C[C@@H]1CN([C@H](C)CO)C(=O)c2cc(/C=C/c3ccccc3)cnc2O[C@@H]1CN(C)C(=O)c1ccccc1	1.1
CC(C)NC(=O)N(C)C[C@H]1Oc2ccc(NC(=O)Nc3ccc(F)cc3)cc2CC(=O)N([C@H](C)CO)C[C@H]1C	0.3
Cc1ccc(S(=O)(=O)NC2CCN(Cc3ccc(OCCO)cc3)CC2)cc1	-0.8
Cc1noc(C)c1NC(=O)N(C)C[C@H]1Oc2ccc(NC(=O)CCCN(C)C)cc2C(=O)N([C@H](C)CO)C[C@H]1C	-0.1
CC=Cc1ccc2n(c1=O)C[C@H]1[C@H](CO)[C@@H](C(=O)NCCOC)[C@@H]2N1Cc1ccccc1OC (mixture of isomers)	0.5
CO[C@H]1CN(C)C(=O)c2ccc(NC(=O)C3CCC3)cc2OC[C@H](C)NC[C@@H]1C	-1.1
C[C@@H]1CN([C@H](C)CO)C(=O)c2cc(N(C)C)ccc2O[C@@H](C)CCCCO[C@@H]1CN(C)S(=O)(=O)c1cn(C)cn1	-14
Cc1ccc(S(=O)(=O)Nc2ccc3c(c2)C(=O)N([C@H](C)CO)C[C@H](C)[C@H](CN(C)C(=O)Nc2ccc4c(c2)OCO4)OCCCC[C@H](C)O3)cc1	0.3
O=C(C[C@@H]1CC[C@H]2[C@@H](COC[C@@H](O)CN2S(=O)(=O)c2ccc(F)cc2)O1)NCC1CCCCC1	0.7
C[C@@H]1CN([C@H](C)CO)S(=O)(=O)c2ccc(C3=CCCCC3)cc2O[C@@H]1CN(C)Cc1ccncc1	0.2
C[C@@H]1CCCCO[C@@H](CN(C)C(=O)CCCN(C)C)[C@H](C)CN([C@@H](C)CO)C(=O)c2cc(NC(=O)CCCN(C)C)ccc2O1	0.0
O=S(=O)(c1cccs1)N1CCCCN2[C@H](CO)[C@H](c3ccc(C4=CCCC4)cc3)[C@H]2C1	1.4
COCC(=O)N1CC[C@@H]2[C@H](CO)Nc3ccc(-c4ccc(C(=O)N(C)C)cc4)cc3[C@@H]21	-0.5
Cc1noc(C)c1NC(=O)Nc1ccc2c(c1)C(=O)N([C@@H](C)CO)C[C@@H](C)[C@H](CN(C)C(=O)NC(C)C)OCCCC[C@@H](C)O2	-0.2
